aSyn 5UTR inh – MLPCN primary screen, SNCA 5' untranslated region | hit rate 0.82% among 300,000 | alpha-synuclein 5'UTR reporter, inhibitor activity | inhibition, % (tested at 7.5 µM) | AID 1813, 2009; in the data active = inhibition above about 60%;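 note: H4 neuroglioblastoma cells stably carrying SNCA 5'UTR luciferase fusion; 0% = DMSO wells and 100% = positive control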
TRPC4 block – inhibitors of mouse TRPC4 channel, primary screen, Fluo4 calcium, HEK293 TRPC4beta/mu-opioid cells; Short transient receptor potential channel 4 (Mus musculus), Q9QUQ5; DAMGO-evoked Fluo4 calcium flux; active compounds read low; B-score at 10 µM; hit rate 0.39% among 300,000;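 active = B-score over 3 SD under the library average, no early fluorescence shift, positive overall ratio signal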
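Assay system: TRPC4beta/mu-opioid receptor HEK293 cell line; compound dosing: single concentration per test compound; detection: Fluo4 Ca2+ flux fluorescence; evaluation: per-well B score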
HIF act – HIF pathway transcriptional activators, primary screen, cell-based, U2OS HRE-luciferase, luminescence. activation, % at 7.5 µM (by protocol). AID 1910, 2009. U2OS HRE-luciferase reporter; normalized: DMSO 0%, desferrioxamine 100%. hit rate 0.32% among 300,000;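 active = mean activation of at least 10% of the iron chelator positive control signal, with at least half of replicates also reaching 10%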
TRPC6 act – mouse TRPC6 channel activators, primary screen, cell-based, HEK293, membrane potential dye. HEK293-TRPC6 membrane potential dye fluorescence; active compounds read high. Short transient receptor potential channel 6 (Mus musculus), Q61143. hit rate 0.13% among 310,000. B-score at 10 µM;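 active = B-score of the integrated fluorescence ratio above library mean plus 3 SD, and starting fluorescence ratio within library mean plus 5 SD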;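 note: higher score means more depolarization so channel activation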
TRPC4 potent – positive allosteric modulators of TRPC4, primary screen, cell-based, mouse TRPC4beta, HEK293 mu-opioid, Fluo-4 calcium; DAMGO EC20, Fluo-4 Ca2+ flux; active compounds read high; B-score at 10 µM; hit rate 0.42% among 310,000; AID 2227, 2009;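 active = B-score of calcium response area above 5 SD of library B-scores, with initial fluorescence ratio within 5 SD of library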;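 note: B-score of integrated fluorescence ratio over time as area under calcium response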
MrgX1 antag – antagonists of human MrgX1 receptor, primary screen, HEK293 cells, Fluo-4 calcium flux | Mas-related G-protein coupled receptor member X1 (Homo sapiens), Q96LB2 | BAM8-22 antagonism; active compounds read low | B-score at 10 µM | hit rate 1.3% among 310,000;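 active = calcium-response B-score plate-corrected more than 3 library SD below zero, starting fluorescence within 5 deviations, no agonist response on first addition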;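 note: peak minus trough fluorescence over baseline after final BAM8-22 challenge near maximal dose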
Target sequence (Q96LB2 whole entry, looked up): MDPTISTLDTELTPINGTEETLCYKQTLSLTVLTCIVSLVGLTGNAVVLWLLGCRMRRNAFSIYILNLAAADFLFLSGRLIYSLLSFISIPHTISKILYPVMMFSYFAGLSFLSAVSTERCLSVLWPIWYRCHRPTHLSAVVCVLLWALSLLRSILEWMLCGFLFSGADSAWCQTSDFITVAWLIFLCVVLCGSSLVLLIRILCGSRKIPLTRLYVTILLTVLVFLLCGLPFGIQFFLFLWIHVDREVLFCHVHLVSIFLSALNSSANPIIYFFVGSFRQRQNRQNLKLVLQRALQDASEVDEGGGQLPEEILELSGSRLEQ
SKKanGAS inh – S. pyogenes SKKanGAS growth inhibitors in kanamycin, primary screen, streptokinase expression inhibitor project, SKKanGAS strain, BacTiter-Glo luminescence | 6 h | inhibition, % at 7.5 µM | hit rate 1.3% among 300,000 | AID 1662, 2009;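 active = mean replicate score, as percent of positive control median, at least 50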;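 note: strain carries kanamycin resistance gene driven by streptokinase promoter and grows in 40 µg/ml kanamycin; loss of luminescence reflects streptokinase promoter inhibition or plain growth inhibition; 0% = median of DMSO wells and 100% = positive control at its reference dose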
IEC-6 cytotox – cytotoxicity in IEC-6 intestinal epithelial cells, primary screen, cytotoxicity control for KLF5 inhibitor project, cell-based, luminescence; IEC-6 cytotoxicity, luminescence viability; hit rate 0.78% among 290,000; inhibition, % at 5 µM; in the data active = inhibition above about 22%;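 note: 0% = plate median of test compound wells and 100% = cytotoxic reference compound wells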
TRPC6 inhibitor – mouse TRPC6 channel inhibitors, primary screen, cell-based, HEK293, membrane potential dye; Short transient receptor potential channel 6 (Mus musculus), Q61143; ACh-evoked depolarization; active compounds read low; B-score at 10 µM; hit rate 1.1% among 310,000; AID 2553, 2010;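 active = B-score under library mean minus 3 SD, initial fluorescence not abnormally high, positive integrated signal ratio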;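 note: B-score derived from integrated fluorescence ratio over the kinetic read; more negative B-score means stronger inhibition of depolarization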
TRPC4 act – activators of mouse TRPC4 channel, primary screen, Fluo4 calcium, HEK293 TRPC4beta/mu-opioid cells; Short transient receptor potential channel 4 (Mus musculus), Q9QUQ5; Fluo4 calcium fluorescence; active compounds read high; B-score at 10 µM; hit rate 0.49% among 310,000;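 active = B-score above 5 SD of library B-scores, and initial fluorescence ratio not above library mean plus 5 SD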;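 note: positive B-score marks a calcium rise read as TRPC4 activation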
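Assay system: HEK293 cells stably co-expressing mouse TRPC4beta and mu-opioid receptor / Timing: Fluo4 dye loading 45 min at room temperature, 110 s recording / Signal: Fluo4 calcium-sensitive dye fluorescence, kinetic, 1 Hz baseline / Read-out: integrated baseline-normalised fluorescence ratio, converted to per-well B score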
KLF5 inhibitor – KLF5 expression inhibitors, primary screen, DLD-1 cells, luminescence; DLD-1 KLF5 promoter-luciferase reporter; inhibition, % at 5 µM; hit rate 0.23% among 290,000;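 active = inhibition above a per-plate limit of that plate's mean compound inhibition plus 3 SD, cut at about 60% in these data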;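 note: 0% = DMSO wells and 100% = LY294002 at 200 µM; higher means less KLF5 promoter-driven luciferase light; inactives centre near -14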
Numbers without * were called inactive; i = inactive; / = not tested or not shown.

SMILES | aSyn 5UTR inh | TRPC4 block | HIF act | TRPC6 act | TRPC4 potent | MrgX1 antag | SKKanGAS inh | IEC-6 cytotox | TRPC6 inhibitor | TRPC4 act | KLF5 inhibitor
CCOCCCNC(=O)C1(O)c2cc(Br)ccc2NC(=O)N1c1cccc(OC)c1 (stereo not drawn) | -1 | i | -7.1 | i | i | i | -2 | -7 | i | i | -2
COc1cc2oc(=O)c3c(c2cc1OCC(=O)c1c(C)n(C)c2ccccc12)CCCC3 | 22 | i | 0.2 | i | i | i | 0 | 1 | i | i | -2
CSc1n[nH]c(-c2ccc(C(F)(F)F)cc2)n1 | -68 | i | 3.0 | i | i | i | 14 | -1 | i | i | -38
CN(CC1CCCO1)S(=O)(=O)c1ccc(C(=O)Nc2nnc(-c3ccccc3)o2)cc1 (stereo not drawn) | 48 | i | -0.3 | i | i | i | 84* | 27* | i | i | 51
CNC(=O)N(O)C1N(/N=C/c2ccccc2OC)C(=S)SC1(C)C (stereo not drawn) | -17 | i | 0.6 | i | i | i | -4 | -1 | i | i | -45
COc1ccccc1NC(=O)c1ccc(NS(C)(=O)=O)cc1 | 16 | i | / | i | i | i | 3 | -5 | i | i | 0
CC1CCCCC1NC(=O)COC(=O)CNC(=O)c1cccc(F)c1 (stereo not drawn) | -4 | i | 1.4 | i | i | i | -9 | -6 | i | i | -4
CCCN1CCCc2cc(CN(CCCN3CCOCC3)C(=O)Nc3ccc(OCC)cc3)ccc21 | -16 | i | 0.1 | i | i | i | -5 | -5 | -5.3* | i | -23
CCC(C)[C@H](NC(=O)NCCCN1CCOCC1)C(=O)OC (stereo partly drawn) | -29 | i | -0.4 | i | i | i | 1 | -5 | i | i | -5
O=C(NCc1ccccc1)c1ccc(Cn2cc(C(F)(F)F)ccc2=O)cc1 | 27 | i | 1.2 | i | i | i | -6 | 3 | i | i | -16
CC(C)(C)C1=Nn2c(nnc2-c2ccccn2)SC1 | 14 | i | 0.0 | i | i | i | -2 | -3 | i | i | -21
COCCNC(=O)C(C)N1c2cccc3cccc(c23)S1(=O)=O (stereo not drawn) | 8 | i | -0.1 | i | i | i | 2 | -7 | i | i | -44
COc1ccccc1CNC(=O)C1CCC(=O)N(CCCc2ccccc2)C1 (stereo not drawn) | -5 | i | -0.1 | i | i | i | -2 | -1 | i | i | -14
O=C(c1ccc(=O)[nH]n1)N1CCc2ccccc2C1 | 7 | i | 0.0 | i | i | i | 0 | -10 | i | i | -5
Cc1ccc(NC2OC(C(O)CO)C(O)C2O)cc1[N+](=O)[O-] (stereo not drawn) | 3 | i | 0.1 | i | i | i | -3 | -2 | i | i | -35
Cc1ccnc(NS(=O)(=O)c2ccc(NC(=O)Cc3ccc(Br)cc3)cc2)n1 | 3 | i | -3.6 | i | i | i | 17 | -6 | i | i | -19
CN(C)c1ccc(/C=N/n2ncc3ccccc32)cc1 | -290 | i | 1.8 | i | i | i | 4 | -1 | i | i | -9
Nc1nc(-c2cc(Cl)cc(Cl)c2OC(F)F)cs1 | 16 | i | -0.2 | i | i | i | -12 | 6 | i | i | -24
CCOc1ccc(C2c3[nH]c4ccccc4c3C[C@H]3C(=O)N(C4CC4)CC(=O)N23)cc1OC (stereo partly drawn) | 23 | i | -1.2 | i | i | i | 10 | -1 | i | i | -41
CN(C)c1ccc(/C=c2\sc3n(c2=O)CCCN=3)cc1 | 24 | i | 0.3 | i | i | i | 10 | -1 | i | i | -30
COc1cccc(N2CCN(C(=O)c3ccc(CS(=O)Cc4ccc(Cl)cc4)o3)CC2)c1 (stereo not drawn) | -15 | i | 0.0 | i | i | i | -1 | -2 | i | i | 5
Cc1cc(C(=O)CCC(=O)N2CCN(c3ccccc3F)CC2)c(C)s1 | 7 | i | 2.5 | i | i | i | -4 | -5 | i | i | 7
COc1ccc(NC(=O)CC2(CC(=O)O)CCCC2)cc1 | -9 | i | -0.5 | i | i | i | 2 | 1 | i | i | -46
Cc1nn(-c2ccccc2)c(C)c1/C=N/NC(=O)CSc1nnc(SCc2ccc(Cl)cc2)s1 | -30 | i | 1.6 | i | i | i | 23 | -4 | i | i | -6
Cc1cc(-c2cc(-c3ccc(Cl)cc3)on2)nc(NC2CCCC2)n1 | 10 | i | 0.4 | i | i | i | 21 | / | i | i | /
COc1ccc(-c2noc(CN(C)S(=O)(=O)c3ccc(Cl)cc3)n2)cc1OC | 24 | i | -0.2 | i | i | i | -11 | 1 | i | i | -12
CCOC(=O)c1sc(NS(=O)(=O)c2ccc(C)cc2)nc1C | -37 | i | -0.3 | i | i | i | -8 | 1 | i | i | -25
COCC1CCCN(C(=O)c2cc(COc3cncc(Cl)c3)on2)C1 (stereo not drawn) | -137 | i | 2.6 | i | i | i | 7 | -7 | i | i | -81
CCCC1=C(C(=O)OCC)C(c2ccc(F)cc2)n2ncnc2N1 (stereo not drawn) | -2 | i | -2.2 | i | i | i | 25 | -2 | i | i | 7
O=C(CCc1ccccc1)NCCCN1CCOCC1 | 13 | i | 0.1 | i | i | i | 4 | 2 | i | i | -22
O=C(NC1CCCCC1)c1ccc(Cn2cc(Cl)cn2)cc1 | -12 | i | 0.7 | i | i | i | 4 | 9 | i | i | -12
CSc1ccc(Cn2nnc(C(=O)Nc3ccc(C)c(C)c3)c2N)cc1 | -54 | i | 1.7 | i | i | i | -1 | 5 | i | i | -46
COCCNC(=S)Nc1ccc2nc(N3CCN(C)CC3)cc(C)c2c1 | -23 | i | -2.5 | i | i | i | -2 | 2 | i | i | -26
COc1cccc(NC(=O)N2CCC(NC(=O)C(Cc3ccccc3OC)NC(C)=O)CC2)c1 (stereo not drawn) | -2 | i | -0.1 | i | i | / | 1 | -4 | i | i | -24
COc1ccc(/C=N/N=C2/NC(=O)CC(C(=O)O)S2)cc1 (stereo not drawn) | 10 | i | 0.4 | i | i | i | 0 | -9 | i | i | -19
Cc1cc(C)c2c(n1)sc1c(N3CCCCC3)ncnc12 | -37 | i | 0.7 | i | i | i | 1 | 1 | i | i | 11
CCOC(=O)COc1c(Br)cc(C2NC(=O)NC(C)=C2C(C)=O)cc1OC (stereo not drawn) | 8 | i | -0.7 | i | i | i | -11 | 1 | i | i | -64
CC(=O)Nc1ccc(-n2nnnc2SCC(=O)NCc2cccs2)cc1 | -24 | i | 0.8 | i | i | i | -23 | 7 | i | i | -24
CC(C)c1ccc(Nc2c([N+](=O)[O-])c(=O)n(C)c3ccccc23)cc1 | 8 | i | 0.4 | i | i | i | 3 | 7 | i | i | -6
O=C(CC1C(=O)NCCN1Cc1ccc(F)c(F)c1)NCCn1cccn1 (stereo not drawn) | -15 | i | -0.4 | i | i | i | -7 | 4 | i | i | 15
COc1cccc(NC(=O)C2CCN(C(=O)NC3CCCCC3)CC2)c1 | -14 | i | -0.3 | i | i | i | 17 | 3 | i | i | -3
O=C(NN1C(=O)C2CCCCC2C1=O)c1ccco1 (stereo not drawn) | -7 | i | -0.3 | i | i | i | 0 | 1 | i | i | 12
CCCSc1cc(N)cc([N+](=O)[O-])c1 | 18 | -5* | -0.5 | i | i | i | -5 | 0 | i | i | -24
COc1ccc(NC(=O)c2cccc(S(=O)(=O)N3CCOCC3)c2)cc1 | -34 | i | 1.7 | i | i | i | 3 | 4 | i | i | -21
CC1CN(C(=O)COC(=O)c2cc(=O)c3ccccc3o2)CC(C)O1 (stereo not drawn) | -5 | i | -0.4 | i | i | i | -9 | -2 | i | i | -22
COc1ccc(CCN(C)C2CCCN(S(=O)(=O)c3ccc(C)cc3)C2)cc1OC (stereo not drawn) | 21 | i | -0.8 | i | i | i | -2 | -4 | i | i | -21
Cc1ccc(-c2cnc3cc(C)nn3c2)cc1 | 46 | i | -2.7 | i | i | i | -10 | 3 | i | i | -86
Cc1cc(=O)[nH]c(SCC(=O)NC2CCCc3ccccc32)n1 (stereo not drawn) | 6 | i | -0.4 | i | i | i | 10 | -1 | i | i | 7
Oc1ccc(C[C@@H]2CNC(=S)N2CCc2cc(C(F)(F)F)cc(C(F)(F)F)c2)cc1 | 5 | i | -0.1 | i | i | i | 4 | / | i | i | /
Cc1c(-n2c(CN3C(=O)c4ccccc4C3=O)nc3ccccc3c2=O)c(=O)n(-c2ccccc2)n1C | 12 | i | 0.1 | i | i | i | 5 | 0 | i | i | -12
COc1ccc(C2CCN(Cc3cccnc3)CC2O)cc1 (stereo not drawn) | 15 | i | 0.1 | i | i | i | 2 | 7 | i | i | -21
Cc1csc(NC(=O)c2cc(C)oc2C)n1 | -128 | i | 2.4 | i | i | i | 5 | 0 | i | i | -27
Cc1ccc(-c2csc(N3CCC[C@@H]3C(=O)NCCn3c(C(F)(F)F)nc4ccccc43)n2)cc1 | 17 | i | 0.0 | i | i | i | 11 | -2 | i | i | 0
COc1cc2c(cc1NC(=O)CN1CCN(S(=O)(=O)c3ccc(C)cc3)CC1)oc1ccccc12 | -19 | i | -0.1 | i | i | i | 14 | 13 | i | i | -19
CCN(CC1CCCN(CCc2cccc(OC)c2)C1)C(=O)c1ccoc1 (stereo not drawn) | 9 | i | -0.1 | i | i | i | -3 | 0 | i | i | -26

Bioassay records deposited in PubChem BioAssay by several laboratories.
